# OPRM1-OPRD1 ag – agonists of human mu-delta opioid receptor heterodimerization. P35372+P41143. cells, OPRM1-OPRD1 heterodimerization, luminescence. 340,000 compounds, 0.3% hits. activation, % at 9.3 µM; in the data active means activation above about 18%;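 further: 0% = vehicle-treated cells and 100% = reference agonist; values of inactives mirror those of a sister screen read the other way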
# OPRM1-OPRD1 inv – inverse agonists of human mu-delta opioid receptor heterodimerization; cell-based MOR-DOR heterodimer luminescence, inverse agonism; 340,000 compounds, 0.21% hits; inhibition, % at 9.3 µM; in the data active means inhibition above about 22%, passing the limit was not always enough;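 further: 0% = cells with DMSO and 100% = wells without cells with DMSO; values of inactives mirror those of a sister screen read the other way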
# HTR5A ag – HTR5A agonism, opioid heterodimer counter-screen; activation, % at 9.3 µM; HTR5A agonist assay, luminescence, cell-based; 340,000 compounds, 0.61% hits; P47898; in the data active means activation mostly above about 9.5%, no sharp cut-off; inactive means mostly below about 7.6%;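 further: 0% = cells with vehicle only and 100% = reference agonist; strong numbers were not always called active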
# HTR5A inv ctr – HTR5A inverse agonism, opioid heterodimer counter-screen; HTR5A cell line, luminescence; inhibition, % at 9.3 µM; 340,000 compounds, 0.083% hits; AID 504634; in the data active means inhibition mostly above about 23%, no sharp cut-off; inactive means mostly below about 18%;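 further: 0% = cells with DMSO and 100% = no-cell wells with DMSO; some compounds called inactive have numbers as strong as hits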
# phage Ecoli inh – E. coli growth loss with phage present; inhibition, % at 11.9 µM; 360,000 compounds, 0.26% hits; AID 651602; growth absorbance; in the data active means inhibition above about 11%
# DSG3 Ab inh – inhibitors of pemphigus antibody binding to human desmoglein-3; P32926; DSG3-coupled beads, scFv-anti-DSG3-GFP binding, flow cytometry; active compounds read low; binding (percent of control), % at 10 µM; 310,000 compounds, 0.48% hits; AID 588358;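 active means binding more than 3 SD below its plate's average and above zero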;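 further: hits lower antibody fragment binding to DSG3; some compounds called inactive have numbers as strong as hits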
# Target sequence (P32926 whole entry, looked up, the tested form may be a part): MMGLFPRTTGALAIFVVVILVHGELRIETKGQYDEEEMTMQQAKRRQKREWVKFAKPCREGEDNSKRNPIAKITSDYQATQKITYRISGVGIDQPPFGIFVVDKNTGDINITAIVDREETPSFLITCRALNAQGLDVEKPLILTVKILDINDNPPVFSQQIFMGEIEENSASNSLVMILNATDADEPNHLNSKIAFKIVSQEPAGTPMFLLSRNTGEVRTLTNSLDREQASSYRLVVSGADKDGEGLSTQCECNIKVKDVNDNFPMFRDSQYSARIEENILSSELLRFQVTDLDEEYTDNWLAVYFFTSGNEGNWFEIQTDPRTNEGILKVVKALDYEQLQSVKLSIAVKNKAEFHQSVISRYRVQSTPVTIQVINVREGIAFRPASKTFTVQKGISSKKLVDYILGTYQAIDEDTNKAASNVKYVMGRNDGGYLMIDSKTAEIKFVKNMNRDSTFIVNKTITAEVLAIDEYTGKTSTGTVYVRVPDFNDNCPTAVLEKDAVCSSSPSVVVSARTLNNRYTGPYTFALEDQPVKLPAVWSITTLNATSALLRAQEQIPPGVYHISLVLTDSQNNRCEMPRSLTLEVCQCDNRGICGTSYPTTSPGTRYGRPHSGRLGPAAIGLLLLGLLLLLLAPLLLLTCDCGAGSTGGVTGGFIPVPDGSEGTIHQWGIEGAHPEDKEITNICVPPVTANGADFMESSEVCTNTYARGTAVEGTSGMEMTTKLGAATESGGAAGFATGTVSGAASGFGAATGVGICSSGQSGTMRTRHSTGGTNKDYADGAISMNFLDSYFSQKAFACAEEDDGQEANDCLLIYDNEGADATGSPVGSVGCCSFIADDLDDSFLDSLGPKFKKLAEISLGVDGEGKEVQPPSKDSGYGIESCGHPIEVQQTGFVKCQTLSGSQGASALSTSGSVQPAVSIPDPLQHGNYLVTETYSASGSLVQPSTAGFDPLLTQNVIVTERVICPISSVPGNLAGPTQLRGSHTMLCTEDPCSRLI
# PfHsp90 yeast 2 – growth inhibition of yeast expressing Plasmodium Hsp90. AID 504621. 310,000 compounds, 0.32% hits. S. cerevisiae expressing PfHsp90, BacTiter-Glo ATP, 48 h; yeast lacking PDR1 and PDR3 efflux regulators. inhibition, % at 9.4 µM;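 active means every replicate shows inhibition above about 80%, whatever the replicate mean, limit read from the data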;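 further: 0% = DMSO neutral controls and 100% = 20 µM radicicol positive controls; yeast relying on Plasmodium falciparum Hsp90 in place of its own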
# Mot1-301 SUMO – blocks SUMOylation pathway, rescuing yeast Mot1-301 growth; S. cerevisiae Mot1-301 growth rescue, ATP luminescence, 38.5C; percent above DMSO median, 100 means doubled; 320,000 compounds, 1% hits; growth rescue, % at 18.8 µM;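 active means every valid replicate shows activation above 250% relative to neutral control wells; inactive means the rest, any valid replicate at or below 250%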;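 further: OY570 slx delta 5 strain wells were the positive control but not used for scaling; some compounds called inactive have numbers as strong as hits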
# PKA-R1A act – PKA-R1A complex activation. PKA-R1A dissociation, Cy5-IP20 fluorescence polarization; scaled: DMSO 0%, 113 µM cGMP 100%. activation, % at 11.4 µM. 340,000 compounds, 0.083% hits. AID 504707;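 active means percent activation above the mean of all tested compounds plus 3 SD, cut at about 19% in these data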;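 further: higher means more PKAc released from R1A so a rise in polarization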
# AddAB inh – less growth of phage-infected E. coli with AddAB. AID 435030. inhibition, % at 11.9 µM. E. coli expressing H. pylori AddAB, absorbance growth. 330,000 compounds, 0.29% hits; in the data active means inhibition above about 12%;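 further: 0% = vehicle wells of infected cells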
# E coli growth – counter-screen for AddAB inhibitors: E. coli growth inhibition; E. coli V3065 growth, OD600 absorbance, 18 h; inhibition, % at 11.9 µM; 330,000 compounds, 0.27% hits; AID 449728;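 active means inhibition above the campaign's mean inhibition across all tested compounds plus 3 SD, cut at about 9.9% in these data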;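 further: uninfected addAB+ strain grown without phage in ampicillin broth; 0% = DMSO wells and 100% = ciprofloxacin 0.95 µg/ml wells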
# Active calls of the source: *; x = no result given. Not a hit list; overall some 3.2% were active at least once.
SMILES,OPRM1-OPRD1 ag,OPRM1-OPRD1 inv,HTR5A ag,HTR5A inv ctr,phage Ecoli inh,DSG3 Ab inh,PfHsp90 yeast 2,Mot1-301 SUMO,PKA-R1A act,AddAB inh,E coli growth
Cc1cccc(N2CC(O)(c3cccs3)[N+]3=C2CCCC3)c1 (stereo not given),-2.6,12,-1,4,0.1,x,8,-2,8,-0.2,-0.1
Cc1nnc(SCC2=C(C(=O)O)N3C(=O)C(NC(=O)COc4ccc(F)cc4)C3SC2)s1 (stereo not given),-0.7,4,-4,13,3.0,103,19,-14,-9,1.4,-2.8
CN=C1S/C(=C\c2ccc(Cl)cc2)C(=O)N1C,1.5,-12,5,4,0.2,116,16,11,2,1.1,-2.7
CN1CCN(S(=O)(=O)c2ccc3c(c2)C(C)(C)C(=O)N3C)CC1,-1.3,7,6,-17,2.2,104,-10,6,-16,-1.6,-0.4
COc1cccc(NC(=O)CNC(=O)[C@@H]2Cc3ccccc3CN2C(=O)OC(C)(C)C)c1,1.3,-7,-1,-19,-1.7,107,-6,-2,-2,3.9,-0.6
CCOc1ccc(S(=O)(=O)N2CCN(C(=S)NCC3CCCO3)CC2)cc1 (stereo not given),-2.2,11,1,-9,1.1,106,17,-22,-4,3.6,-1.4
COc1ccc(OC)c(-n2c(CN3CCC(C(N)=O)CC3)nc3ccccc3c2=O)c1,0.8,-5,-1,-4,1.6,103,4,9,1,1.5,2.5
COc1cc(C(=O)NNC(=O)c2cc(-c3ccccc3)n[nH]2)cc(OC)c1C,-0.9,5,-2,7,0.3,95,-3,-16,2,-3.0,-2.9
CCCCn1c(=O)[nH]c(=O)c2c1nc(CN(C)Cc1cccc(OC)c1OC)n2CCC,1.3,-6,0,0,0.0,119,-13,19,-9,x,x
FC(F)C(F)(F)C(F)(F)C(F)(F)c1cc(-c2ccccc2)n[nH]1,12,-62,3,-11,2.3,100,-30,6,-5,2.1,-0.9
CCOc1ccc(N2C(=O)C(CC(=O)Nc3ccccc3)N(Cc3ccccn3)C2=S)cc1 (stereo not given),-1.2,6,-3,8,1.9,x,-4,7,-2,1.0,1.9
CCOc1ccc(/C=N/n2nnnc2N)cc1OCC,-1.4,7,-2,-14,0.4,114,-19,13,-3,0.8,3.3
COc1cc(NC(=O)c2cccc(C)c2)c(OC)cc1NC(=O)CN1CCOCC1,-2.8,14,0,-16,3.6,101,14,3,-7,2.7,0.1
CC(=O)Nc1ccc(-c2cc(N)n(-c3ccccc3)n2)cc1,-2.3,13,3,-9,-0.8,98,12,1,-3,-1.1,-0.3
CCOc1ccc(Cc2nnc(SCC(=O)Nc3c(C)cccc3C)[nH]c2=O)cc1,-1.9,10,-3,-24,3.5,104,0,-12,-12,3.8,-0.9
Cc1nn(C)c(C(=O)NN)c1Cl,x,x,x,x,2.6,105,22,-7,x,4.3,3.6
O=C(N=C1SC2CS(=O)(=O)CC2N1c1ccccc1F)C1CCCCC1 (stereo not given),1.4,-7,-3,-5,1.0,95,-5,-3,9,1.2,0.4
CCCCNC(=O)Cn1nc(Cc2ccncc2)c2ccccc2c1=O,-3.2,14,1,-2,2.6,104,-16,10,-7,-2.2,2.0
O=C(CN1CCC(C(=O)c2ccc3c(c2)OCCO3)CC1)NCc1ccc(F)cc1,-1.6,9,-4,10,2.2,84,15,-3,-7,2.9,3.5
Cc1ccc(S(=O)(=O)N2CCC(C(N)=O)CC2)cc1C(=O)NC1CCCCC1,0.1,-1,-4,2,4.6,96,2,64,0,1.9,0.6
COc1ccccc1CN1CN(S(=O)(=O)c2ccccc2)c2nc3ccccc3nc21,-1.7,9,4,-12,-0.3,99,-17,40,-12,0.3,-0.5
c1cncc(-c2nnc(SCc3cccc4ccccc34)o2)c1,-2.4,12,1,-4,2.2,96,-25,17,-5,-0.4,2.5
O=C(CCC(F)(F)F)N1CCC(CO)(CCc2ccccc2)CC1,-2.8,13,1,-3,2.6,104,9,-3,3,-2.2,-3.2
Cc1nn(-c2cc(C)c3ccccc3n2)c2c1CCC2,4.3,-20,-2,10,2.0,103,x,3,2,1.9,0.4
Cc1cc(Br)ccc1NC(=O)c1sc2ncnc(N3CCN(c4ccccn4)CC3)c2c1C,-0.1,0,-2,7,3.7,95,-4,16,2,4.0,3.3
O=C(NCc1ccc(Cl)cc1)C1C2C=CC3(CN(Cc4cccnc4)C(=O)C13)O2 (stereo not given),-0.3,1,0,-6,3.9,101,5,-11,-3,2.5,2.0
COCCn1c(N)c(N(Cc2ccccc2)C(=O)c2ccc(-c3ccc(Cl)cc3)o2)c(=O)[nH]c1=O,0.1,-1,-7,4,4.7,99,5,-23,0,-0.5,2.4
CC(C)(C)Sc1ccc(/C=N/O)cc1[N+](=O)[O-],2.5,-13,1,6,4.7,106,7,x,0,1.5,2.9
CCC1CCCCN1Cc1c(O)ccc2c(=O)c(-c3ccccc3OC)coc12 (stereo not given),-1.2,6,2,-7,2.5,109,-18,2,-4,2.1,2.8
CCOC(=O)c1ccc(NC(=S)N2CCN(CCN=CC3=C(O)CC(c4ccccc4)CC3=O)CC2)cc1 (stereo not given),x,x,x,x,-5.2,102,x,272,x,1.3,0.7
C=C(C)C(=O)OCC(=O)NCc1ccccc1,0.4,-2,2,38,0.0,114,-26,-11,-10,0.1,-0.8
Cn1ncc(C(=O)Nc2ccc(Cl)cc2)c1C(F)(F)F,x,x,x,x,-0.1,95,-15,-20,x,-1.9,-1.1
CC1CCN(c2cc(C#N)c(C#N)cc2[N+](=O)[O-])CC1,0.2,-1,0,5,1.9,105,x,x,0,1.1,-0.2
O=P(O)(CCc1ccccn1)CN1CCCCC1,1.4,-8,5,-10,-0.3,104,0,-3,-13,-0.1,-0.1
Cc1ccc(C)c(N2CCN(S(=O)(=O)c3csc(C(N)=O)c3)CC2)c1,-2.1,11,-1,10,0.2,103,-5,14,-6,2.2,-0.4
COc1ccccc1CCNC(=O)CSc1ccc(-c2cccs2)nn1,-2.1,10,1,-2,3.4,96,-6,-12,-2,-0.4,0.3

# Part of the list above, with two lines to a compound.
# Every second line gives: OPRM1-OPRD1 ag | OPRM1-OPRD1 inv | HTR5A ag | HTR5A inv ctr | phage Ecoli inh | DSG3 Ab inh | PfHsp90 yeast 2 | Mot1-301 SUMO | PKA-R1A act | AddAB inh | E coli growth
> CC(C)(C)Sc1ccc(/C=N/O)cc1[N+](=O)[O-]
  2.5 | -13 | 1 | 6 | 4.7 | 106 | 7 | x | 0 | 1.5 | 2.9
> CC1CCN(c2cc(C#N)c(C#N)cc2[N+](=O)[O-])CC1
  0.2 | -1 | 0 | 5 | 1.9 | 105 | x | x | 0 | 1.1 | -0.2

# The listing continues.
SMILES,OPRM1-OPRD1 ag,OPRM1-OPRD1 inv,HTR5A ag,HTR5A inv ctr,phage Ecoli inh,DSG3 Ab inh,PfHsp90 yeast 2,Mot1-301 SUMO,PKA-R1A act,AddAB inh,E coli growth
Cc1ccc(OCc2ccc(C(=O)Nc3c(C)nn(Cc4c(F)c(F)c(F)c(F)c4F)c3C)o2)c([N+](=O)[O-])c1,1.2,-7,-4,-14,2.7,102,x,2,-11,-1.6,-3.4
CCOC(=O)C(C)Sc1ccc2nnc(CCNS(=O)(=O)c3ccc(C)cc3)n2n1 (stereo not given),-0.9,4,-1,3,2.9,105,-4,x,-4,3.2,0.9
O=C(CCN1CCN(c2ccccn2)CC1)Nc1ccc(F)cc1,0.4,-2,-1,13,4.5,96,23,8,5,3.7,0.0
Cc1nn(C)c(C)c1C(C)NC(=O)c1cc(COc2ccc(F)c(F)c2)on1 (stereo not given),-1.7,9,1,18,-0.4,95,-7,2,-4,1.5,0.5
CCOC(=O)Nc1ccc2c(c1)N(C(=O)CCN(C)C)c1ccccc1S2,-0.8,4,4,-13,0.7,x,x,5,4,1.0,0.1
O=C(Nc1cccc2oc(=O)ccc12)c1ccc([N+](=O)[O-])cc1[N+](=O)[O-],7.6,-55,7,12,5.9,101,1,-15,-8,1.6,-3.9
COc1ccc(C(=O)OCC(=O)C(C)(C)C)cc1S(=O)(=O)N(C)CCc1cccnc1,-2.2,11,-3,10,-0.2,94,2,-3,-4,0.6,-0.2
CCOC(=O)Cn1cnc2scc(-c3ccc(C)c(C)c3)c2c1=O,-1.4,7,-5,-7,1.5,111,-10,-9,-4,5.8,0.2
Cc1cc2oc(C(=O)NC3CCS(=O)(=O)C3)cc(=O)c2cc1C (stereo not given),-3.6,18,-2,-5,2.8,101,3,x,11,3.2,-0.2
CCOc1cccc2cc(-c3csc(NC(=O)CCC(=O)NCCN4CCCCC4C)n3)c(=O)oc12 (stereo not given),-2.5,12,1,-2,1.6,100,8,23,-1,-0.7,-0.8
Cc1ccc(-c2nnc(-c3ccc(NC(=O)Cc4cccs4)cc3)o2)cc1,0.5,-3,-7,5,-1.6,94,4,-10,-7,1.5,-1.4
Cc1ccc(CNC(=O)COC(=O)c2ccc(S(=O)(=O)N(C)C)cc2)cc1,-1.4,6,-1,-11,6.2,100,-1,370,-1,1.7,0.7
CCOc1ccc(NS(=O)(=O)c2coc(C(N)=O)c2)cc1,-0.2,1,0,0,3.5,108,x,2,-1,8.4,0.9
Cc1ccc(NC(=O)c2cnccn2)cc1S(=O)(=O)N(C)C,-3.8,17,-1,10,1.1,98,-7,-7,3,3.8,0.2
COc1ccc(NC(=O)NCCCN2CCN(c3cc(C)ccc3C)CC2)cc1,0.9,-5,4,-28,6.0,106,-5,-9,2,0.8,3.8
Cc1ccc(OCC(=O)Nc2ccc(S(=O)(=O)N3CCN(C)CC3)cc2)cc1,-1.8,11,-3,23,3.7,92,3,-5,-2,0.0,1.1
Cc1ccc(S(=O)(=O)NC(=O)c2cc(C)n(CCCn3ccnc3)c2C)cc1,-2.9,16,-3,7,2.4,110,-11,26,-7,-1.5,-0.7
Clc1nnc(Cl)c2c1ncn2Cc1ccccc1,-2.2,11,-2,6,-0.2,93,5,-11,-5,-0.9,0.9
O=C(COc1cc2oc(=O)c3c(c2cc1Cl)CCC3)NCCN1CCOCC1,-3.0,15,3,14,0.1,98,10,9,0,-3.4,-1.5
O=C(COc1ccccc1)NC(=S)Nc1cccc2cc(O)ccc12,2.4,-12,-4,9,4.3,108,28,1,2,0.3,1.2
Cc1ccc(C(=O)N2[C@@H]3CN(C)C(=O)[C@@]2(C)[C@H]2C(=O)N(Cc4ccccc4)C(=O)[C@@H]32)cc1,-2.1,12,11,-12,3.2,103,2,x,-8,x,x
NC(=O)C1=C[C@H](c2coc3ccccc3c2=O)C[C@H](OCc2ccc(CO)cc2)O1,-0.5,3,-3,7,1.0,101,0,-5,-5,-1.0,-0.2
CC1(C)CC(N2CCN(Cc3ccccc3)CC2)=CC(=[N+]2CCCCC2)C1,-1.4,7,-1,2,3.5,90,-14,123,-6,0.7,1.9
C/C(=N/Oc1nc(C)cc(C)n1)c1ccc(Cl)cc1Cl,-1.7,10,-12,16,2.7,108,3,-15,3,2.7,4.8
C[C@H](NC(=O)c1nc[nH]c1C(=O)N[C@@H](Cc1ccccc1)C(=O)OC(C)(C)C)C(=O)OC(C)(C)C,4.9,-28,-3,5,0.3,105,-20,-6,-4,3.0,-1.7
CCN(CC)S(=O)(=O)c1ccc(NC(=O)CSc2ncnc3ccccc23)cc1,-2.9,14,2,-15,-0.1,94,0,6,-9,0.7,-1.0
